High-throughput results as filed in PubChem BioAssay.
MsrA act: activates bovine MsrA enzyme; actives 0.3% (n = 360,000); purified bovine MsrA, absorbance read-out; activation, % at 10.6 µM; in the data active = activation above about 7.5%;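 note: 0% = vehicle and 100% = reference activator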
MT1-MMP act inh: inhibitors of human MT1-MMP activation. GFP/RFP ratio change, % at 20 µM. AID 651647. actives 0.061% (n = 360,000). HT1080 RFP-PRO-GFP cells, GFP/RFP ratio fluorescence, overnight; percent of plate control window, DMSO zero;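 active = GFP/RFP ratio change of at least 30% with cell ATP level not reduced by more than half and red fluorescence within 50% of control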; note: strong numbers were not always called active
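Assay system: HT1080 RFP-PRO-GFP cells. Benchmarks: DMSO vehicle wells and RFP-L50D-GFP reporter cell wells. Times: overnight cell settling, then overnight compound exposure, 37 °C, 5% CO2. Compound: 20 µM single dose, 1% DMSO. Read-out basis: GFP/RFP fluorescence ratio.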
MLLE-PAM2 inh: blocks PAM2 peptide binding to the PABP1 MLLE domain; actives 0.36% (n = 360,000); P11940; GST-MLLE / FITC-PAM2 fluorescence polarization; inhibition, % at 20 µM; in the data active = inhibition above about 35%, passing the limit was not always enough;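 note: plate controls were DMSO wells with GST-MLLE for no effect and wells lacking GST-MLLE protein for full effect; some results filed as inactive read as strong as hits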
CSN deneddyl inh: blocks human CSN-mediated cullin deneddylation. actives 0.38% (n = 360,000). Q92905. Purified CSN, SCF-Nedd8-OG deneddylation, fluorescence polarization. inhibition, % at 12.5 µM;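 active = pattern-corrected inhibition above about 35%, with an unprinted fluorescence ratio check between 0.5 and 1.5, limit read from the data, passing the limit was not always enough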;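 note: 0% = enzyme with substrate and 100% = substrate without enzyme; some results filed as inactive read as strong as hits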
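test system = HEK293T-derived human Csn5 enzyme | amount = 0.24 nM Csn5 enzyme, final concentration | medium = Tris/NaCl/DTT buffer, pH 7.5 | schedule = 90 min reaction at room temperature | signal = FP | evaluation = inhibition of Csn5 cleavage, % | compound dosing = single dose of 12.5 µM compound with 0.25% DMSO | probe or stimulus = 10 nM SCFSkp2-Nedd8OG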
MsrA inh: inhibits bovine methionine sulfoxide reductase A; purified bovine MsrA, absorbance read-out; inhibition, % at 15.5 µM; actives 0.75% (n = 360,000); AID 651718; in the data active = inhibition above about 4.5%;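 note: 0% = vehicle wells with enzyme and 100% = reference inhibitor wells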
E coli Lon inh: E. coli protease La inhibition. actives 0.42% (n = 360,000). AID 602123. inhibition, % at 7.94 µM. P0A9M0. purified E. coli Lon protease, fluorescence polarization; in the data active = inhibition above about 13%, passing the limit was not always enough;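 note: 0% = enzyme with probe and DMSO and 100% = no enzyme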
FAS TE block: inhibitors of human fatty acid synthase thioesterase domain; inhibition, % at 15 µM; actives 0.67% (n = 360,000); recombinant FAS-TE, OMFH fluorogenic substrate, fluorescence endpoint; AID 602261; P49327;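 active = compounds whose normalised, plate-corrected inhibition of enzyme fluorescence in the single-dose primary screen is 50% or more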;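 note: 0% = DMSO with enzyme and 100% = substrate without enzyme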
Rpn11 block: blocks the human proteasome subunit Rpn11; O00487; human 26S proteasome, Ub4-pepOG fluorescence polarization; 20S core pre-blocked with epoxomicin; calls only at 20 µM; actives 0.59% (n = 360,000);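 active = inhibition at 20 µM, scaled to each plate's controls, above about 33%, limit read from the data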
Rin1 Abl inh: inhibitors of human Rin1-Abl protein interaction. P00519+Q13671. TR-FRET Rin1/Abl binding, biochemical. inhibition, % at 7.35 µM. actives 0.4% (n = 360,000). AID 588664; in the data active = inhibition above about 5%, passing the limit was not always enough
Target sequence (P00519 whole entry, looked up): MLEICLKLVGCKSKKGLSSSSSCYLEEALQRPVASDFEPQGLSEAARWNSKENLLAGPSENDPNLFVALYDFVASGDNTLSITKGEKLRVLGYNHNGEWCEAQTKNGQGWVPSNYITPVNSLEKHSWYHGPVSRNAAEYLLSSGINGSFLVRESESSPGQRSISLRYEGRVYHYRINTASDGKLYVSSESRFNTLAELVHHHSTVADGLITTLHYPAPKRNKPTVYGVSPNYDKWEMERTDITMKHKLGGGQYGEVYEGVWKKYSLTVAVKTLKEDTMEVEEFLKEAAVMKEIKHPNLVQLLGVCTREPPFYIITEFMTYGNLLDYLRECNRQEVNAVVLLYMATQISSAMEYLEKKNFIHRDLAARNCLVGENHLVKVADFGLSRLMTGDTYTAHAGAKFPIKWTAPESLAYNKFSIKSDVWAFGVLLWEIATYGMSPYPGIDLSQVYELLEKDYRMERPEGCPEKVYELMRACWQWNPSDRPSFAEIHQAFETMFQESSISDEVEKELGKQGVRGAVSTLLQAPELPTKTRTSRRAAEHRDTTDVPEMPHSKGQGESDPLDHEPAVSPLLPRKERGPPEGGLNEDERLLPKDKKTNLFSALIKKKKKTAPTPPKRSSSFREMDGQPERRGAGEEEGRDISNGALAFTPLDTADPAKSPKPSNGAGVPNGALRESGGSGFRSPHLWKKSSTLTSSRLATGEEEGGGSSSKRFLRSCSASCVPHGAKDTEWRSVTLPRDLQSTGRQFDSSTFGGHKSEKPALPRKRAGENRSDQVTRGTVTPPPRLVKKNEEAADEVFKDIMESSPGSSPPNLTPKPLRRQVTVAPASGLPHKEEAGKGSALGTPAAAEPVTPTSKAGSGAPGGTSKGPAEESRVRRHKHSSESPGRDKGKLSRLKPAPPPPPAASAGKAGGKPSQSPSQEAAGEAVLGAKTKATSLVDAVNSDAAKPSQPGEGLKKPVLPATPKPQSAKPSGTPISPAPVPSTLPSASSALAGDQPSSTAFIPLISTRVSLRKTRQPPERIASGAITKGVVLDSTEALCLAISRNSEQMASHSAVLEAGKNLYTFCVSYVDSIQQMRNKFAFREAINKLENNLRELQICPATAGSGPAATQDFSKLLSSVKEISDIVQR
Target sequence (Q13671 whole entry, looked up): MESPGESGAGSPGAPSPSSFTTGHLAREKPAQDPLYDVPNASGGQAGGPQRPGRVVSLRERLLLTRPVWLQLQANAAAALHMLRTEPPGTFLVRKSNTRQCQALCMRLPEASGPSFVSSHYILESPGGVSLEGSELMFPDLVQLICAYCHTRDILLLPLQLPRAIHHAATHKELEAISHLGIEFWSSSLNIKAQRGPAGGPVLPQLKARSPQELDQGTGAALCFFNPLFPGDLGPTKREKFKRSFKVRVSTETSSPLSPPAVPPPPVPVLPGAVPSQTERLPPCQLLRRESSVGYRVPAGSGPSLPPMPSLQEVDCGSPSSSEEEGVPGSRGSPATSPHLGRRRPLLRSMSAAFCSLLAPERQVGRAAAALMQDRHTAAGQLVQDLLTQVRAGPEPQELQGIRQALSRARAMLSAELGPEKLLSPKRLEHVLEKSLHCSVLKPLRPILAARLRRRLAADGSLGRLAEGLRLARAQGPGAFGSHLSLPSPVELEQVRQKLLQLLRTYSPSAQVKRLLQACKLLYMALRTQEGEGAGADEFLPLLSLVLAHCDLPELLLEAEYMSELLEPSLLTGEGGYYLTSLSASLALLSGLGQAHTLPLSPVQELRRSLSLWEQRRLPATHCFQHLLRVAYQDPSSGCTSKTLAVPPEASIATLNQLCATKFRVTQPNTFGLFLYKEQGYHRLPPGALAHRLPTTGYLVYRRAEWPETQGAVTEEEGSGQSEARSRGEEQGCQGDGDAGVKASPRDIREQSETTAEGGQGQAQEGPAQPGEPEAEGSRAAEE
* marks the source's active call; other numbers are inactive results. Rows were taken by chance; about 3.7% have a hit in one of these screens.

What do the screens show for `CC1(C)CC(=O)C2=C(C1)Nc1ccccc1NC2c1ccc(F)c(F)c1` (configuration not stated)?
MsrA act: -5; MT1-MMP act inh: -2; MLLE-PAM2 inh: -3; CSN deneddyl inh: 1; MsrA inh: 3.9; E coli Lon inh: 5; FAS TE block: -2; Rpn11 block: inactive; Rin1 Abl inh: 2

How did COc1cccc(OC)c1C(=O)N1CCN=C1SCc1cccnc1 do in these assays?
MsrA act: -2; MT1-MMP act inh: 5; MLLE-PAM2 inh: 22; CSN deneddyl inh: -5; MsrA inh: -1.0; E coli Lon inh: -8; FAS TE block: -3; Rpn11 block: inactive; Rin1 Abl inh: 2

What do the screens show for `Cn1c(SCC(=O)N2CCCC2)nc2c(c1=O)SCC2`?
MsrA act: -1; MT1-MMP act inh: 0; MLLE-PAM2 inh: 13; CSN deneddyl inh: -1; MsrA inh: 2.0; E coli Lon inh: 2; FAS TE block: -9; Rpn11 block: inactive; Rin1 Abl inh: -2

How did CCOC(=O)c1ccc2c(c1)nc(SC(C)C(=O)NCC1CCCO1)n2CC (configuration not stated) do in these assays?
MsrA act: -8; MT1-MMP act inh: 2; MLLE-PAM2 inh: -9; CSN deneddyl inh: -5; MsrA inh: -0.1; E coli Lon inh: 0; FAS TE block: -9; Rpn11 block: inactive; Rin1 Abl inh: 3

How did O=C(CNC(=O)c1ccc(Br)o1)Nc1ccccc1 do in these assays?
MsrA act: -3; MT1-MMP act inh: -1; MLLE-PAM2 inh: 5; CSN deneddyl inh: -1; MsrA inh: 1.5; E coli Lon inh: -4; FAS TE block: -1; Rpn11 block: inactive; Rin1 Abl inh: -1

What do the screens show for `Cc1cccc(NS(=O)(=O)c2cc(C(=O)N3CCOCC3)ccc2Cl)c1`?
MsrA act: -9; MT1-MMP act inh: -2; MLLE-PAM2 inh: -10; CSN deneddyl inh: -9; MsrA inh: 1.2; E coli Lon inh: 0; FAS TE block: -9; Rpn11 block: inactive; Rin1 Abl inh: -2

How did CC(C)CC(c1nnnn1C(C)(C)C)N1CCN(Cc2ccccc2)CC1 (configuration not stated) do in these assays?
MsrA act: 0; MT1-MMP act inh: -1; MLLE-PAM2 inh: -12; CSN deneddyl inh: 3; MsrA inh: -0.2; E coli Lon inh: 0; FAS TE block: -13; Rpn11 block: inactive; Rin1 Abl inh: 2

How did COc1ccc(-n2c(SCc3nnc(-c4ccccc4)o3)nnc2-c2ccccc2)cc1 do in these assays?
MsrA act: -2; MT1-MMP act inh: 3; MLLE-PAM2 inh: -28; CSN deneddyl inh: -3; MsrA inh: 1.4; E coli Lon inh: -3; FAS TE block: 8; Rpn11 block: inactive; Rin1 Abl inh: 1

Results for CC(C)CC(=O)N1CCN(S(=O)(=O)c2ccc(F)cc2)CC1 ?
MsrA act: -2; MT1-MMP act inh: 8; MLLE-PAM2 inh: -6; CSN deneddyl inh: -1; MsrA inh: -0.6; E coli Lon inh: -16; FAS TE block: -4; Rpn11 block: inactive; Rin1 Abl inh: -2

What do the screens show for `COc1ccc(-c2cc(-c3ccc(O)cc3)nc(N)c2C#N)cc1`?
MsrA act: -3; MT1-MMP act inh: 11; MLLE-PAM2 inh: -3; CSN deneddyl inh: 3; MsrA inh: 1.7; E coli Lon inh: -6; FAS TE block: 57*; Rin1 Abl inh: 3

How did O=C(NCCS(=O)(=O)NCc1cccnc1)c1ccccc1 do in these assays?
MsrA act: -4; MT1-MMP act inh: 2; MLLE-PAM2 inh: 18; CSN deneddyl inh: 2; MsrA inh: -1.0; E coli Lon inh: -5; FAS TE block: -6; Rpn11 block: inactive; Rin1 Abl inh: 0

How did O=C(Nc1nc2nccc(-c3ccccc3)n2n1)C(Cl)(Cl)Cl do in these assays?
MsrA act: -7; MT1-MMP act inh: 0; MLLE-PAM2 inh: 13; CSN deneddyl inh: -13; MsrA inh: 2.1; E coli Lon inh: 3; FAS TE block: -12; Rpn11 block: inactive; Rin1 Abl inh: 0

Results for CCCNC(=O)CCc1c(C)nc2c(c(C)nn2-c2ccc(C)cc2)c1C ?
MsrA act: -3; MT1-MMP act inh: -3; MLLE-PAM2 inh: -11; CSN deneddyl inh: 0; MsrA inh: 0.8; E coli Lon inh: -3; FAS TE block: -2; Rpn11 block: inactive; Rin1 Abl inh: 1

What do the screens show for `CCc1ccccc1N1C(=O)C2C3CC(=O)C(c4ccccc43)C2C1=O` (configuration not stated)?
MsrA act: -9; MT1-MMP act inh: 0; MLLE-PAM2 inh: -3; CSN deneddyl inh: 0; MsrA inh: -0.2; E coli Lon inh: 1; FAS TE block: -10; Rpn11 block: inactive; Rin1 Abl inh: 6

What do the screens show for `CCOC(=O)c1c(NC(=O)COc2ncnc3sccc23)sc2c1CCC2`?
MsrA act: -6; MT1-MMP act inh: -5; MLLE-PAM2 inh: 14; CSN deneddyl inh: 3; MsrA inh: 1.8; E coli Lon inh: -11; FAS TE block: 1; Rpn11 block: inactive; Rin1 Abl inh: -2

What do the screens show for `CS(=O)(=O)N(Cc1ccccc1)c1ccc(C(=O)NCc2cccnc2)cc1`?
MsrA act: -1; MT1-MMP act inh: 2; MLLE-PAM2 inh: -4; CSN deneddyl inh: 6; MsrA inh: 0.0; E coli Lon inh: -1; FAS TE block: -4; Rpn11 block: inactive; Rin1 Abl inh: 0

How did COc1ccc(-c2csc(NC(=O)C3=COCCO3)n2)c(OC)c1 do in these assays?
MsrA act: 3; MT1-MMP act inh: 4; MLLE-PAM2 inh: 8; CSN deneddyl inh: 3; MsrA inh: -0.2; E coli Lon inh: -5; FAS TE block: 8; Rpn11 block: inactive; Rin1 Abl inh: -2

What do the screens show for `Cc1c(C(=O)N2CC(C(=O)N3CCCCC3)Oc3ccccc32)oc2ccccc12` (configuration not stated)?
MsrA act: -4; MT1-MMP act inh: -1; MLLE-PAM2 inh: 6; CSN deneddyl inh: 4; MsrA inh: -0.1; E coli Lon inh: -7; FAS TE block: 7; Rpn11 block: inactive; Rin1 Abl inh: 4

What do the screens show for `CCOc1ccc(NC(=O)C(C)Oc2ccccc2C(=O)Nc2ccc(C)c(Cl)c2)cc1` (configuration not stated)?
MsrA act: -10; MT1-MMP act inh: -8; MLLE-PAM2 inh: -5; CSN deneddyl inh: -3; MsrA inh: -0.4; E coli Lon inh: -4; FAS TE block: 30; Rpn11 block: inactive; Rin1 Abl inh: 4

What do the screens show for `CN(c1c(C#N)c(C(F)(F)F)nn1C)N(S(C)(=O)=O)S(C)(=O)=O`?
MsrA act: -13; MT1-MMP act inh: 1; MLLE-PAM2 inh: 4; CSN deneddyl inh: -14; MsrA inh: 1.8; E coli Lon inh: 2; FAS TE block: -2; Rpn11 block: inactive; Rin1 Abl inh: 4

Continued, overlapping the part above by two compounds.
What do the screens show for `CCOc1ccc(NC(=O)C(C)Oc2ccccc2C(=O)Nc2ccc(C)c(Cl)c2)cc1` (configuration not stated)?
MsrA act: -10; MT1-MMP act inh: -8; MLLE-PAM2 inh: -5; CSN deneddyl inh: -3; MsrA inh: -0.4; E coli Lon inh: -4; FAS TE block: 30; Rpn11 block: inactive; Rin1 Abl inh: 4

What do the screens show for `CN(c1c(C#N)c(C(F)(F)F)nn1C)N(S(C)(=O)=O)S(C)(=O)=O`?
MsrA act: -13; MT1-MMP act inh: 1; MLLE-PAM2 inh: 4; CSN deneddyl inh: -14; MsrA inh: 1.8; E coli Lon inh: 2; FAS TE block: -2; Rpn11 block: inactive; Rin1 Abl inh: 4

How did Cc1cccc(C(=O)NCCNC(=O)c2cccnc2)c1 do in these assays?
MsrA act: -1; MT1-MMP act inh: 3; MLLE-PAM2 inh: -3; CSN deneddyl inh: 1; MsrA inh: 0.6; E coli Lon inh: -2; FAS TE block: -4; Rpn11 block: inactive; Rin1 Abl inh: -1

How did CC(C)(C)c1ccc(NC(=O)NCc2ccco2)cc1 do in these assays?
MsrA act: -6; MT1-MMP act inh: 5; MLLE-PAM2 inh: -7; CSN deneddyl inh: 1; MsrA inh: -0.3; E coli Lon inh: -9; FAS TE block: 4; Rpn11 block: inactive; Rin1 Abl inh: 9

What do the screens show for `Cn1cc(SCC(=O)Nc2ccc3c(c2)OCCO3)c2ccccc21`?
MsrA act: -2; MT1-MMP act inh: 0; MLLE-PAM2 inh: 5; CSN deneddyl inh: -9; MsrA inh: -0.8; E coli Lon inh: -4; FAS TE block: -3; Rpn11 block: inactive; Rin1 Abl inh: -1

Results for Cc1ccc(S(=O)(=O)c2c(N)n(CCC(C)C)c3nc4ccccc4nc23)cc1 ?
MsrA act: -2; MT1-MMP act inh: -41; MLLE-PAM2 inh: -6; CSN deneddyl inh: 29; MsrA inh: 3.9; E coli Lon inh: -1; FAS TE block: 31; Rpn11 block: inactive; Rin1 Abl inh: 5

How did Oc1ccc(N2CCN(Cc3nc4ccccc4[nH]3)CC2)cc1 do in these assays?
MsrA act: -2; MT1-MMP act inh: -5; MLLE-PAM2 inh: -2; CSN deneddyl inh: 1; MsrA inh: -0.8; E coli Lon inh: -10; FAS TE block: -5; Rpn11 block: inactive; Rin1 Abl inh: 2

Results for O=C(COC(=O)CCc1c[nH]c2ccccc12)Nc1ccc([N+](=O)[O-])cc1 ?
MsrA act: 4; MT1-MMP act inh: 10; MLLE-PAM2 inh: -7; CSN deneddyl inh: -1; MsrA inh: 2.0; E coli Lon inh: -1; FAS TE block: 21; Rpn11 block: inactive; Rin1 Abl inh: 0

Results for CC(=O)Nc1ccc(SCC(=O)c2cc(C)n(CC(F)(F)F)c2C)cc1 ?
MsrA act: -4; MT1-MMP act inh: 2; MLLE-PAM2 inh: 26; CSN deneddyl inh: 0; MsrA inh: -0.4; E coli Lon inh: -2; FAS TE block: -3; Rpn11 block: inactive; Rin1 Abl inh: 2

What do the screens show for `Cn1c(=O)c2c(-c3ccccc3)n(-c3ccccc3)cc2n(C)c1=O`?
MsrA act: -4; MT1-MMP act inh: -3; MLLE-PAM2 inh: -7; CSN deneddyl inh: 2; MsrA inh: -0.2; E coli Lon inh: -3; FAS TE block: 3; Rpn11 block: inactive; Rin1 Abl inh: -7

What do the screens show for `Nc1c(NCc2ccccc2F)c(=O)[nH]c(=O)n1Cc1ccccc1`?
MsrA act: -12; MT1-MMP act inh: -11; MLLE-PAM2 inh: 1; CSN deneddyl inh: 4; MsrA inh: -0.4; E coli Lon inh: 3; FAS TE block: -3; Rpn11 block: inactive; Rin1 Abl inh: -1

How did CC(CNC(=O)c1cc(COc2c(F)cccc2F)on1)Oc1cccnc1 (configuration not stated) do in these assays?
MsrA act: 0; MT1-MMP act inh: -1; MLLE-PAM2 inh: -14; CSN deneddyl inh: 4; MsrA inh: -0.9; E coli Lon inh: -5; FAS TE block: -3; Rpn11 block: inactive; Rin1 Abl inh: -2

What do the screens show for `CCN(c1ccccc1)S(=O)(=O)c1csc(C(N)=O)c1`?
MsrA act: -3; MT1-MMP act inh: 0; MLLE-PAM2 inh: -2; CSN deneddyl inh: 5; MsrA inh: 1.7; E coli Lon inh: -2; FAS TE block: -8; Rpn11 block: inactive; Rin1 Abl inh: 0
